# Assay outcomes deposited in PubChem by National Center for Advancing Translational Sciences (NCATS).
# HT1080 IDH1KD tx – qHTS for induction of synthetic lethality in tumor cells producing 2HG: qHTS for the HT-1080-IDH1KD cell line; HT-1080 IDH1 knockdown viability, ATP luminescence, 48 h; Potency, µM (doses to about 46.1 µM), inactives show at the highest dose activity, negative = toxicity, actives largely listed as cytotoxic; 2% of 360,000 active; AID 686971, 2013;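 note: potency is the fitted concentration of half-maximal effect; 0% = DMSO wells and -100% = cell-free medium wells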
#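 IDH1KD HT-1080 cells, 750/well, RPMI + 5% FBS; compound pinned after 2 h settling; 48 h, 37 °C; CellTiter-Glo luminescence; % activity normalised to DMSO and no-cell wells; curves fitted, classed by r2 and efficacy.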
# MCF10A rereplic – A quantitative high throughput screen for small molecules that induce DNA re-replication in MCF 10a normal breast cells; MCF 10A DNA re-replication, Hoechst nuclear intensity, 48 h; Potency, µM (titrated, usually from 46.1 µM), inactives show at the top dose activity, positive = re-replication, usual class: activators; 2.9% of 350,000 active; note: potency is the fitted concentration of half-maximal effect; % of control where 0% means no effect; nearly all actives have a fitted effect of over 50% in size
# HT1080NT lethal – qHTS for induction of synthetic lethality in tumor cells producing 2HG: qHTS for the HT-1080-NT fibrosarcoma cell line; HT-1080-NT fibrosarcoma viability, CellTiter-Glo ATP luminescence, 48 h; Potency, µM (top dose mostly 46.1 µM), for inactives: at the top dose activity, negative = less viability, hits mostly cytotoxic; 1.6% of 360,000 active;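 note: NT is the 2HG producing partner of a matched IDH1 knockdown line; potency is the fitted concentration of half-maximal effect; 0% = DMSO-treated cells and -100% = media-only wells without cells; nearly all actives have a fitted effect of over 55% in size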
#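 HT-1080-NT; 750 cells/well; 5% FBS RPMI; 48 h compound, 37 degrees C; CellTiter-Glo luminescence; curve fitting and curve-class assignment.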
# WRN helicase inh – qHTS for Inhibitors of WRN Helicase. Bifunctional 3'-5' exonuclease/ATP-dependent helicase WRN (Homo sapiens), Q14191. WRN helicase unwinding, fluorescent forked duplex, kinetic. Potency, µM (series often up to 114 µM), for the others: top-dose activity change, negative = inhibition, actives largely listed as inhibitors. 0.46% of 360,000 active; note: potency is the fitted concentration of half-maximal effect; % is set by controls: 0 for no effect and ±100 for the full control effect; nearly all actives have a fitted effect of over 55% in size
#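 Enzyme (20 nM final) and test compound sit together 15 min at room temperature before substrate addition. Substrate is a single-forked duplex oligonucleotide (100 nM) labelled with fluorophore and quencher, with 2 mM ATP; helicase unwinding raises red fluorescence, read kinetically.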
# KB-3-1 cytotox – qHTS assay for MDR1-selective chemotherapeutics: Primary screen using the parental adenocarcinoma cell KB-3-1. KB-3-1 viability, CellTiter-Glo ATP luminescence, 72 h. Potency, µM (titrated, usually from 46.1 µM), inactives show top-dose activity change, negative = cytotoxic, most hits filed as cytotoxic. 1.4% of 400,000 active; note: potency is the fitted concentration of half-maximal effect; % is set by controls: 0 for no effect and ±100 for the full control effect; nearly all actives have a fitted effect of over 60% in size
#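 Cells are dispensed, compounds pinned in, plates held at 37 °C for 72 h, then CellTiter-Glo is added and luminescence read after 10 minutes. Cell line: parental KB-3-1 in phenol-red-free DMEM, 10% FBS.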
# ATXN2 expr inh – Primary qHTS for Inhibitors of ATXN expression; HEK-293 ATXN2-luciferase reporter, luminescence, 24 h; Potency, µM (doses to about 57 µM), without a hit: at the top dose activity change, negative = inhibition, hits mostly inhibitors; 0.72% of 360,000 active; AID 1745845, 2022; note: potency is the fitted concentration of half-maximal effect; % is set by controls: 0 for no effect and ±100 for the full control effect; nearly all actives have a fitted effect of over 55% in size
#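 ATXN2-luciferase reporter cells (luciferase flanked by upstream and downstream ATXN2 gene portions) were treated 24 h at 37 °C with compounds at up to 57 uM. SteadyGlo luminescence gave expression; GF-AFC fluorescence gave viability.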
# KB-V1 MDR tox – qHTS assay for MDR1-selective chemotherapeutics: Primary screen using the drug-selected MDR subline cells KB-V1. KB-V1 MDR cells viability, CellTiter-Glo, 72 h. Potency, µM (series often up to 46.1 µM), for inactives: at the highest dose activity change, negative = cytotoxicity, usual class: cytotoxic. 3.4% of 400,000 active. AID 1347076, 2019; note: potency is the fitted concentration of half-maximal effect; % is set by controls: 0 for no effect and ±100 for the full control effect; nearly all actives have a fitted effect of over 60% in size
#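 Following 72 h at 37 degrees C with compound, KB-V1 cell viability was read by CellTiter-Glo luminescence, medium being phenol-red-free DMEM plus 10% FBS; concentration-response parameters came from normalized, curve-fitted qHTS data.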
# SW480 rereplic – A quantitative high throughput screen for small molecules that induce DNA re-replication in SW480 colon adenocarcinoma cells | SW480 DNA re-replication, Hoechst DNA content imaging, 48 h | Potency, µM (titrated, usually from 46.1 µM), without a hit: at the highest dose re-replication activation, hits mostly activators | 1.8% of 340,000 active; note: potency is the fitted concentration of half-maximal effect; % of control where 0% means no effect; nearly all actives have a fitted effect of over 55% in size
#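 Compounds, transferred as 23 nL by pin tool, were incubated with cells for 48 hr; DNA content per nucleus was then quantified by Hoechst staining and fluorescence plate imaging.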
# IL1B secr inh – qHTS for Inhibitors of Inflammasome Signaling: IL-1-beta AlphaLISA Primary Screen. THP-1 LPS/ATP IL-1B secretion, AlphaLISA, 16 h; hits give low values. activity change, % at 57.5 µM. 4.7% of 360,000 active; in the data active = activity change below about -50%; inconclusive = mostly about -30% to -49%; note: % is set by controls: 0 for no effect and ±100 for the full control effect
#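 THP-1 cells pretreated 1 hr with compounds (up to 57.5 uM final), then stimulated with LPS (250 ng/mL final) plus ATP (1.25 mM final); secreted IL-1B measured by AlphaLISA after 16 hr, decreased signal indicating inhibition.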
# * = called active by the depositor; ? = inconclusive; / = not tested or not shown; [ ] = another dose, or the depositor's remark. Unless noted, calls come from the whole dose curve; as a rule, active = well fitted curve in the direction sought with a large enough effect; inconclusive = small, poorly fitted or top-dose-only effect, or another doubt; inactive = no such curve, though single readings can be large; an effect the other way counts as inactive or inconclusive.
nr | smiles | HT1080 IDH1KD tx | MCF10A rereplic | HT1080NT lethal | WRN helicase inh | KB-3-1 cytotox | ATXN2 expr inh | KB-V1 MDR tox | SW480 rereplic | IL1B secr inh
1 | CCN(CC(=O)Nc1ccc(NC(C)=O)cc1)CC(=O)Nc1ccc(F)c(Cl)c1 | -21% | 1% | ? | -14% | 5% | -3% | 3% | -4% | 16
2 | O=c1nc(/C=C/c2ccccc2C(F)(F)F)cc(C(F)(F)F)[nH]1 | -1% | ? | 1% | -2% | 0% | / | 0% | ? | -14
3 | CC(C)(C)C(=O)NC1(C(F)(F)F)NC(=O)N(c2ccccc2F)C1=O (stereo not drawn) | 10% | -1% | 14% | 4% | 4% | -13% | 12% | -10% | 6
4 | CCOC(=O)NC1(C(F)(F)F)NC(=O)N(c2ccc(F)cc2)C1=O (stereo not drawn) | 15% | -8% | 11% | 5% | 16% | -8% | 26% | -3% | 14
5 | CC12CCC(=O)N1C(C(=O)Nc1ccccc1N1CCOCC1)CS2 (stereo not drawn) | 17% | 0% | 10% | 3% | 5% | -15% | -29% | 2% | 9
6 | CN1CCC(N(C)C(=O)c2ccccc2F)CC1 | 14% | 0% | 5% | -8% | 3% | / | 24% | 4% | 21
7 | CCCCOC(=O)Nc1nnc(C(C)C)s1 | -8% | 16% | -7% | 1% | -2% | 22% | -7% | -9% | -1
8 | CCN(CC(=O)Nc1c(F)cccc1F)C(=O)C1CC(=O)N(c2ccccc2OC)C1 (stereo not drawn) | 15% | -13% | 3% | 3% | 11% | 3% | ? | -8% | -2
9 | Cc1nc(C(=O)NC2CC2)sc1C1(C)CC(c2cccc([N+](=O)[O-])c2)=NO1 (stereo not drawn) | 2% | 18% | 4% | 4% | -5% | 0% | -21% | -7% | 21
10 | Cc1[nH]c(=O)c(Cc2ccccc2)c(O)c1C#N | 7% | -3% | 0% | -10% | 4% | -4% | 21% | -3% | -7
11 | O=C(c1cc2ccccc2cc1O)N1CCN(c2ccccn2)CC1 | -3% | -10% | -1% | -2% | 6% | -7% | -9% | -20% | -1
12 | Cc1ccc(C(=O)NCc2n[nH]c(=S)n2-c2ccccc2)cc1[N+](=O)[O-] | 14% | 0% | 12% | -12% | 19% | 1% | 17% | -3% | 18
13 | Nc1nnc(SCC(=O)Nc2cc(S(=O)(=O)N3CCOCC3)ccc2N2CCCC2)s1 | 9% | -1% | 14% | -1% | 10% | 0% | 9% | -15% | -9
14 | COc1cccc(/C=C/c2[nH]c(=O)[nH]c(=O)c2[N+](=O)[O-])c1O | 28% | ? | ? | -10%[11.6 µM] | 4% | 0% | 31% | -14% | -9
15 | OCCNc1cnc2ccccc2n1 | 9% | 21% | 22% | 4%[57.1 µM] | -17% | 14% | 6% | ? | 8
16 | CN1C(=O)CSc2ccc(NC(=O)N3CCC(N4CCCCC4)CC3)cc21 | -4% | ? | 0% | -12% | 0% | 0% | 0% | 1% | 1
17 | Cc1noc(C)c1COC(=O)C1CCN(C(=O)c2ccc(Cl)cc2)CC1 | 10% | 10% | 2% | -7% | -5% | -1% | ? | -3% | -5
18 | CCC(CC)CN1CCC(CN2C(=S)NC[C@@H]2CC(C)C)CC1 | 0% | -6% | -1% | -1% | -3% | 0% | -9% | 0% | 0
19 | COc1ccc(/C=N/NC(=O)COc2ccccc2-c2ccccc2)cc1 | 0.82µM* | 0.82µM* | 2.3µM* | -1% | 1.2µM* | -38% | 0.82µM* | 0.92µM* | 106
20 | O=C(c1cnc2n(c1=O)CCS2)N1CCN(c2ccc(Cl)c(Cl)c2)CC1 | -11% | -1% | -11% | 9% | -5% | -13% | ? | 6% | -2
21 | Nc1nc(NCc2ccco2)nc(N2CCCCCC2)c1[N+](=O)[O-] | -17% | 14% | ? | -13%[57.1 µM] | ? | -19% | ? | 2% | -11
22 | CCC1=C(CC2NCCc3ccccc32)CC2c3cc(OC)c(OC)cc3CCN2C1 (stereo not drawn) | 6.5µM* | ? | ? | 5% | 6.5µM* | 8.9µM* | ? | ? | -92*
23 | Cc1cccc(C)c1NC(=O)C(=O)c1cn(C)c2ccccc12 | 9% | -21% | 11% | -1%[57.1 µM] | 8% | -10%[2.22 µM] | -12% | -33%[inhibitor][1.84 µM] | -9
24 | CCOC(=O)c1c(CSc2ccccc2)n(C)c2ccc(O)c(CN3CCN(C)CC3)c12 | 11% | -1% | 0% | -6% | -3% | / | -5% | 1% | 0
25 | COc1ccc(NCC(O)COc2ccc(C(C)(C)C)cc2)cc1 (stereo not drawn) | ? | ? | ? | 1% | -25% | -22% | ? | 12% | -65*
26 | CCO/C=C1\SC(=S)N(c2ccc(Cl)cc2)C1=O | 7% | -2% | 2% | ? | -7% | -7% | 22% | -9% | 23
27 | CN(CC(=O)Nc1ccc(Cl)c(C(F)(F)F)c1)C(=O)CCN1C(=O)C2CCCCC2C1=O (stereo not drawn) | 9% | 4% | 7% | -5% | 4% | 1% | -26% | 7% | 1
28 | Cc1ccc(S(=O)(=O)Nc2ccc(C(OC(=O)c3ccccc3[N+](=O)[O-])(C(F)(F)F)C(F)(F)F)cc2)cc1 | ? | ? | -13% | -5% | ? | -3% | 3.7µM* | ? | -88*
29 | Cc1ccc(CNc2nc(Cl)c(C#N)s2)cc1 | -17% | ? | -22% | -7% | 16% | 26% | 0% | -3% | -1
30 | O=[N+]([O-])c1ccc(-c2c[nH]c(=S)[nH]2)cc1 | 5% | 1% | 0% | -9%[11.6 µM] | 2% | / | -8% | -18% | 12

(31) COc1ccc(NS(=O)(=O)c2cc(N)ccc2N2CCCC2)cc1
(32) CCOc1ccc(/C(O)=C2/C(=O)C(=O)N(CCN(CC)CC)C2c2ccco2)cc1 (stereo not drawn)
(33) CCOc1ccc(N(CC(=O)NC2CC3CCC2C3)S(=O)(=O)c2ccccc2)cc1 (stereo not drawn)
(34) O=C(CCn1cccc1)N1CCc2ccccc21
(35) CCC(=O)n1nc(-c2ccco2)nc1N
(36) Cc1ccccc1-c1nnn(C/C(N)=N/O)n1
(37) COc1ccc(C2c3ccc4ccccc4c3Oc3ncn(Cc4ccco4)c(=N)c32)cc1OC (stereo not drawn)
(38) Cn1c(SCC(=O)NC2CC2)nnc1-c1ccco1
(39) O=C(CCS(=O)(=O)c1cccc2nsnc12)N1CCN(C(=O)c2ccco2)CC1
(40) CCOC1CC(C)(C)NC(=S)N1 (stereo not drawn)
(41) Cc1ccc(N(C(=O)c2csnn2)C(C(=O)NC2CCCCC2)c2cccnc2)cc1 (stereo not drawn)
(42) O=C(Nc1oc2ccccc2c(=O)c1-c1ccc(Br)cc1)c1ccco1
screen / no.	31	32	33	34	35	36	37	38	39	40	41	42
HT1080 IDH1KD tx	-24%	8%	-4%	-1%	1%	2%	21µM*	8%	3%	?	-8%	1%
MCF10A rereplic	?	-6%	0%	-2%	-3%	21%	?	9%	-3%	0%	6%	-1%
HT1080NT lethal	-2%	16%	-16%	2%	7%	-1%	21µM*	10%	2%	14%	3%	-5%
WRN helicase inh	-34%	4%	9%	-21%	1%	1%	6%	-6%	6%	-3%	12%	-2%
KB-3-1 cytotox	?	16%	-21%	4%	16%	2%	?	-2%	3%	7%	?	-26%
ATXN2 expr inh	-22%	18%	-15%	18%	6%	2%	-33%	4%	1%	7%	-3%	/
KB-V1 MDR tox	?	?	-68%	27%	4%	0%	?	13%	-26%	-4%	-1%	-11%
SW480 rereplic	?	-2%	29%	-5%	-1%	-15%	?	-17%	-11%	-2%	-10%	-17%
IL1B secr inh	-1	-6	-3	-6	21	-7	?	16	1	-1	16	-12

# Filtered by structure: the compounds so far with a Cl atom
(1) CCN(CC(=O)Nc1ccc(NC(C)=O)cc1)CC(=O)Nc1ccc(F)c(Cl)c1
(17) Cc1noc(C)c1COC(=O)C1CCN(C(=O)c2ccc(Cl)cc2)CC1
(20) O=C(c1cnc2n(c1=O)CCS2)N1CCN(c2ccc(Cl)c(Cl)c2)CC1
(26) CCO/C=C1\SC(=S)N(c2ccc(Cl)cc2)C1=O
(27) CN(CC(=O)Nc1ccc(Cl)c(C(F)(F)F)c1)C(=O)CCN1C(=O)C2CCCCC2C1=O (stereo not drawn)
(29) Cc1ccc(CNc2nc(Cl)c(C#N)s2)cc1
screen / no.	1	17	20	26	27	29
HT1080 IDH1KD tx	-21%	10%	-11%	7%	9%	-17%
MCF10A rereplic	1%	10%	-1%	-2%	4%	?
HT1080NT lethal	?	2%	-11%	2%	7%	-22%
WRN helicase inh	-14%	-7%	9%	?	-5%	-7%
KB-3-1 cytotox	5%	-5%	-5%	-7%	4%	16%
ATXN2 expr inh	-3%	-1%	-13%	-7%	1%	26%
KB-V1 MDR tox	3%	?	?	22%	-26%	0%
SW480 rereplic	-4%	-3%	6%	-9%	7%	-3%
IL1B secr inh	16	-5	-2	23	1	-1
